From PubChem BioAssay
FAS TE block = FAS thioesterase domain inhibitors, primary screen, biochemical, fluorescence intensity, uHTS. inhibition, % at 15 µM. Fatty acid synthase (Homo sapiens), P49327. recombinant FAS-TE, OMFH fluorogenic substrate, fluorescence endpoint. hit rate 0.67% among 360,000;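 active means compounds whose normalised, plate-corrected inhibition of enzyme fluorescence in the single-dose primary screen is 50% or more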;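 further: 0% = DMSO with enzyme and 100% = substrate without enzyme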
Target sequence (P49327 whole entry, looked up, the tested form may be a part): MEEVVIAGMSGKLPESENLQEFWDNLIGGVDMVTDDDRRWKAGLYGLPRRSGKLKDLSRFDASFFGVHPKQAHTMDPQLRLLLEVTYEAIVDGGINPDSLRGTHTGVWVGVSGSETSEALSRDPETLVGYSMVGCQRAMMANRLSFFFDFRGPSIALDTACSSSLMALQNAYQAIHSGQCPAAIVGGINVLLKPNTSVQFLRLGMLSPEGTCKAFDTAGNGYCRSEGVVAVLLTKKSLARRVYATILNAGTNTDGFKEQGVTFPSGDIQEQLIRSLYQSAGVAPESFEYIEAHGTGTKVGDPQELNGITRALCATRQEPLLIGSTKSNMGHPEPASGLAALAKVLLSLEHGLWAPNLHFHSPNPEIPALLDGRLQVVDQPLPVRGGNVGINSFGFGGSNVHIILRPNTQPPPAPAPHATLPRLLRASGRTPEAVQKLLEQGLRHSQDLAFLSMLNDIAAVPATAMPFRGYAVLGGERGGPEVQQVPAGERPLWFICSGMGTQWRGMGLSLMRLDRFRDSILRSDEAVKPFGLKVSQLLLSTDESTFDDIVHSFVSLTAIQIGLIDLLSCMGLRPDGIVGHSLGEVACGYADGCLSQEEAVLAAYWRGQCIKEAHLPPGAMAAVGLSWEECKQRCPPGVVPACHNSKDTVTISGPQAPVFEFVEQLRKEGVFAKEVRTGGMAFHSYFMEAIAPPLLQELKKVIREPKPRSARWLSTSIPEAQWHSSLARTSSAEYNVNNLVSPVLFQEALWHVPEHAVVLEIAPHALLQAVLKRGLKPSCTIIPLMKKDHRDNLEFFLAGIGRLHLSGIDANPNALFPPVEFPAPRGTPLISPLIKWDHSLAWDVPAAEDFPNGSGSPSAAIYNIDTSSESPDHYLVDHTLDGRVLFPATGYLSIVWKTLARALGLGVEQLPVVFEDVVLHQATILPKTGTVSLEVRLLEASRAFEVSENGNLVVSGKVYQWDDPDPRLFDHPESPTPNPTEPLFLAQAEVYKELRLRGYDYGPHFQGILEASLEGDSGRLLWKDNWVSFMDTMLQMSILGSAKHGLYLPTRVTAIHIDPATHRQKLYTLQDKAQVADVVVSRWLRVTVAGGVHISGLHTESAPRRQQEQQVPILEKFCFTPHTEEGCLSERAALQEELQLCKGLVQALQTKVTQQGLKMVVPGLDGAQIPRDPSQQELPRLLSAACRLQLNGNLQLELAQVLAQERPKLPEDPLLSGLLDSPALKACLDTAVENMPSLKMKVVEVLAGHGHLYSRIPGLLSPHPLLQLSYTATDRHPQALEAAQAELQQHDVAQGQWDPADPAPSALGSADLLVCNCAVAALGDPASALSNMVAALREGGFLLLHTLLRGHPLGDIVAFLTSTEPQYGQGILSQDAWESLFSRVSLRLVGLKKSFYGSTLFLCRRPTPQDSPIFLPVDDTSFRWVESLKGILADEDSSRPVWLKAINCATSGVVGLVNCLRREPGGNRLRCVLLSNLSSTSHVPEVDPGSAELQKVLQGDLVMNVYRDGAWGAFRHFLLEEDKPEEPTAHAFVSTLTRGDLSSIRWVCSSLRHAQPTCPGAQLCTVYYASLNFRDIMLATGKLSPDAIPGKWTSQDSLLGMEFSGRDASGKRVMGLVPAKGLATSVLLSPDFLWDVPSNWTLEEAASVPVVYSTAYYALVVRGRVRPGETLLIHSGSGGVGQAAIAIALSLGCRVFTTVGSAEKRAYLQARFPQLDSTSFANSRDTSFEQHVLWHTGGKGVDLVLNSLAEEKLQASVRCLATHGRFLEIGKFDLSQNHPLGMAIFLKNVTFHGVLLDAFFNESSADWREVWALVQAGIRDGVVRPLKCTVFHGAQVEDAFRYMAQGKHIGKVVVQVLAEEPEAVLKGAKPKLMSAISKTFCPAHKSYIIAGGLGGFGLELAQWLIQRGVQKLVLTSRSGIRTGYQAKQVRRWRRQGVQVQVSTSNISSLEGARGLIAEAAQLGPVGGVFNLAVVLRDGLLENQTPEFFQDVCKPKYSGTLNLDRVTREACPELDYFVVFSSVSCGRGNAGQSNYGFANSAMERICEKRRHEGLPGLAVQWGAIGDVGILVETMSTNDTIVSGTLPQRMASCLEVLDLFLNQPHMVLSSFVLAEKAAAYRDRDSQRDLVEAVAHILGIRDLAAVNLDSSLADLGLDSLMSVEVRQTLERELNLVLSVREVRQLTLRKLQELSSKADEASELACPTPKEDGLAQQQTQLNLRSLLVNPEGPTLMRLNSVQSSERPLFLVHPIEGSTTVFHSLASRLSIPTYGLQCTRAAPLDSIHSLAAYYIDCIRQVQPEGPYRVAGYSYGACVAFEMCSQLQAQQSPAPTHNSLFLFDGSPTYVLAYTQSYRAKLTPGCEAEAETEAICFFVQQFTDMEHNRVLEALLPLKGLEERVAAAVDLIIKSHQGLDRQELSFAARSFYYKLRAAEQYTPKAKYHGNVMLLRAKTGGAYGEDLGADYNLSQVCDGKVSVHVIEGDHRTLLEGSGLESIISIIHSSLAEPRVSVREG
Rin1 Abl inh = inhibitors of Rin1-Abl protein binding, primary screen, biochemical, TR-FRET; inhibition, % at 7.35 µM; Tyrosine-protein kinase ABL1 (Homo sapiens) + Ras and Rab interactor 1 (Homo sapiens), …; hit rate 0.4% among 360,000; in the data active means inhibition above about 5%, passing the limit was not always enough
MT1-MMP act inh = blockers of MT1-MMP proenzyme processing, primary screen, HT1080 RFP-PRO-GFP cells, GFP/RFP fluorescence | Matrix metalloproteinase-14 (Homo sapiens), P50281 | GFP/RFP ratio fluorescence, overnight; percent of plate control window, DMSO zero | GFP/RFP ratio change, % at 20 µM | hit rate 0.061% among 360,000;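 active means GFP/RFP ratio change of at least 30% with cell ATP level not reduced by more than half and red fluorescence within 50% of control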; further: strong numbers were not always called active
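Compound: 20 µM single dose, 1% DMSO / System: HT1080 RFP-PRO-GFP cells / Controls: DMSO and RFP-L50D-GFP cell wells / Read-out basis: GFP/RFP fluorescence ratio / Schedule: overnight compound exposure at 37 °C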
SKN-1 block = suppressors of acrylamide-induced Pgst-4::GFP reporter in worms, primary screen, SKN-1 inhibitor project, whole organism, uHTS, GFP/RFP fluorescence ratio, strain VP596 | C. elegans VP596 Pgst-4::GFP/RFP ratio, 24 h | inhibition, % at 21.8 µM | hit rate 0.49% among 360,000;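 active means interference check ratio from 0.5 to 1.5 plus GFP to RFP signal ratio inhibition reaching or exceeding a fixed threshold, cut at about 30% in these data, passing the limit was not always enough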; further: some compounds called inactive have numbers as strong as hits
Neddyl block = inhibitors of cullin neddylation, primary screen, biochemical, TR-FRET, uHTS, NAE and Ubc12; NEDD8-conjugating enzyme Ubc12 (Homo sapiens) + NEDD8-activating enzyme E1 regulatory …; calls only at 25 µM; hit rate 0.58% among 360,000; AID 651699, 2012; in the data active means inhibition above about 36%
bovine MsrA act = bovine MsrA enzyme activators, primary screen, biochemical, absorbance, HTS. Methionine sulfoxide reductase A (Bos taurus). purified bovine MsrA, absorbance read-out. activation, % at 10.6 µM. hit rate 0.3% among 360,000. AID 602163, 2012; in the data active means activation above about 7.5%;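 further: 0% = vehicle and 100% = reference activator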
MsrA inh = bovine MsrA enzyme inhibitors, primary screen, biochemical, absorbance, HTS. inhibition, % at 15.5 µM. hit rate 0.75% among 360,000. purified bovine MsrA, absorbance read-out; in the data active means inhibition above about 4.5%;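 further: 0% = vehicle wells with enzyme and 100% = reference inhibitor wells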
NRP1-CendR mod = modulators of CendR peptide binding to NRP-1, primary screen, biochemical, fluorescence polarization, uHTS; hit rate 0.85% among 360,000; Neuropilin-1 (Homo sapiens), O14786; FAM-RPARPAR peptide binding to NRP-1; inhibition, % at 25 µM;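 active means inhibition or corrected inhibition above about 18%, plus a signal ratio from 0.5 to 1.5, limit read from the data, passing the limit was not always enough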; further: strong numbers were not always called active
eLon inh = inhibitors of E. coli Lon protease, primary screen, biochemical, fluorescence polarization. P0A9M0. hit rate 0.42% among 360,000. AID 602123, 2011. purified E. coli Lon protease. inhibition, % at 7.94 µM; in the data active means inhibition above about 13%, passing the limit was not always enough;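 further: 0% = enzyme with probe and DMSO and 100% = no enzyme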
* marks the source's active call; other numbers are inactive results; i = inactive; x = no result given. Rows are unselected. Share with any hit: about 4.2%.

molecule	SKN-1 block	FAS TE block	Rin1 Abl inh	MT1-MMP act inh	eLon inh	NRP1-CendR mod	bovine MsrA act	MsrA inh	Neddyl block
CC(CCc1ccccc1)NC(=O)CNC(=O)c1cccs1 (stereo not drawn)	4.7	-7.0	-0.1	0.6	-3.6	28.5*	-2.6	-0.9	i
O=S(=O)(Nc1cccc(S(=O)(=O)N2CCCC2)c1)c1cccc(Br)c1	2.3	6.8	2.3	-1.3	-6.3	-3.9	-5.4	-0.4	i
COc1cccc(/C(C)=N/N=C(\C)c2cccc(OC)c2)c1	-7.7	16.7	-2.2	2.0	-0.9	10.6	-1.1	0.9	i
COc1cc([N+](=O)[O-])ccc1NC(=S)Nc1cc(C(=O)OC(C)C)cc(C(=O)OC(C)C)c1	0.5	13.1	-11.1	-9.3	1.7	6.9	-0.1	0.8	i
O=C(NC1CCCC1)C1CC(=O)N(CCc2ccccc2)C1 (stereo not drawn)	-20.7	-1.7	-4.7	0.1	-1.7	-5.3	-9.5	0.1	i
CCOP(=O)(c1ccc(N(C)C)cc1)C(O)c1ccc(Cl)cc1 (stereo not drawn)	1.3	-3.4	-3.3	13.4	-1.6	-6.1	-2.1	0.9	i
CCC(C)c1ccc(NC(=O)COC(=O)CCNC(=O)c2ccco2)cc1 (stereo not drawn)	9.1	-1.0	1.9	-1.3	9.5	3.3	-4.8	-0.2	i
Cc1ccc(C(=O)CN2C(=O)C(=O)N(Cc3ccccc3)C2=O)cc1	11.3	-0.7	0.8	-5.7	-10.9	3.6	-2.3	1.8	i
CN1C[C@@H]2[C@@H]3C(=O)N(Cc4ccccc4)C(=O)[C@@H]3[C@](Cc3ccccc3)(C1=O)N2C(=O)c1ccc(Cl)cc1	9.8	-0.7	1.8	-10.8	-9.6	-5.7	-2.6	-0.8	i
O=C(/C=C/c1cccc([N+](=O)[O-])c1)N1CCN(c2ccccn2)CC1	2.2	50.9*	-0.4	-3.4	-0.4	3.5	-2.4	-0.7	i
CN1C(=O)/C(=C/c2ccccc2Cl)Sc2ccc(C(=O)NCc3cccnc3)cc21	-3.7	-4.6	-3.6	2.8	-7.0	-2.6	-3.0	0.8	i
Cc1cc(C)nc(Nc2cc([N+](=O)[O-])ccc2C)n1	7.0	0.8	5.1	2.6	-12.7	-2.0	-1.9	0.2	i
O=C(COC(=O)CCCNC(=O)c1ccc(Cl)cc1)NC1CC1	-18.6	1.6	5.1	1.3	-15.7	4.1	7.9*	-0.3	i
O=C(NCc1ccccc1)C1CCC1	1.8	-10.7	-0.1	-5.3	-20.3	40.3*	-9.4	0.3	i
CC(=O)OC[C@H]1O[C@@H](Oc2cc3ccc(=O)oc3cc2OC(C)=O)[C@H](OC(C)=O)[C@@H](OC(C)=O)[C@@H]1OC(C)=O	13.2	-6.5	-2.4	2.3	0.7	-0.5	-0.5	1.5	x
COc1ccc(N(CCN2C(=O)c3ccccc3C2=O)C(=O)c2cccc([N+](=O)[O-])c2)cc1	10.9	30.0	-2.5	-2.2	1.9	11.7	-1.1	0.1	i
COc1ccc(Cl)cc1S(=O)(=O)N1CCCC(C(=O)NCc2ccccc2)C1 (stereo not drawn)	-6.7	13.1	-1.3	4.3	5.9	14.0	-3.3	0.2	i
Cc1[nH]c(=O)[nH]c(=O)c1/C=C/C(=O)OCC(C)C	-2.1	-2.6	0.3	1.5	-4.3	-4.2	-9.6	-0.1	i
CCOC(=O)CC1CCCCN1Cc1nc(-c2ccc(F)c(OC)c2)oc1C (stereo not drawn)	10.2	8.3	-1.0	2.4	-4.2	2.3	-2.3	-1.1	i
Cn1c(SCC(=O)c2ccc(F)cc2)nnc1-c1ccccn1	12.0	-10.0	-0.5	2.6	6.1	1.7	-4.3	-0.6	i
Nc1c(Cl)ncnc1Nc1ccc(C(=O)O)cc1	-12.2	-5.9	6.4	3.0	-17.6	10.6	-6.4	4.0	i
Clc1cccc(CN2CCC(Cc3ccccc3)CC2)c1	19.0	9.6	2.1	19.5	0.1	-8.9	-2.9	1.4	i
CC1CCCCC1NC(=O)Cn1cnc2sccc2c1=O (stereo not drawn)	11.3	-5.5	1.6	-4.4	-13.7	-7.3	-3.6	0.5	i
O=C(COC(=O)c1nsc(Cl)c1Cl)NC1CCCCC1	5.2	-1.9	1.8	-0.2	-2.6	-4.8	0.5	0.3	i
COC(=O)c1ccc(Nc2nc3ccc(C)cc3n3cnnc23)cc1	9.0	-2.3	-0.8	1.7	-53.4	-11.6	-1.3	0.7	i
CCc1ccc(NC(=O)Nn2cnnc2)cc1	13.9	-9.3	1.0	1.7	0.2	1.3	-3.1	0.0	i
COc1ccccc1N1CCN(C(=O)COc2cc(C)ccc2C)CC1	7.7	-2.9	1.4	8.3	5.2	-2.6	-2.7	-1.0	i
CNS(=O)(=O)c1cccc(C(=O)OCC(=O)Nc2sc3c(c2C#N)CCCCC3)c1	-1.6	33.1	-0.3	-2.8	-1.0	-4.3	-1.9	2.2	i
O=C(CN(Cc1ccccc1Cl)C(=O)CNS(=O)(=O)c1ccccc1)NCC1CCCO1 (stereo not drawn)	14.6	-3.4	0.2	-0.9	8.5	5.8	-6.2	0.0	i
COc1cc(NC(=O)c2nn(C)c3c2CS(=O)(=O)c2ccccc2-3)cc(OC)c1	0.4	28.5	1.2	3.1	1.2	3.4	-2.6	0.0	i
O=C(CSc1ncnc2c1nnn2Cc1ccc(F)cc1)NC1CCCCC1	-2.9	20.7	-1.1	1.2	-0.8	2.4	-7.1	-0.5	i
COc1cc(Br)cc(C(=O)N2CCc3ccccc32)c1OC	5.1	0.3	2.4	4.8	3.7	-7.7	-0.9	-1.4	i
CC(C)Cc1nnc(NC(=O)CCC(=O)N2CCN(c3ccc(F)cc3)CC2)s1	-3.5	-1.1	1.3	2.4	-4.4	7.9	-3.4	1.8	i
Fc1cccc(Cl)c1CSc1nnc(-c2ccncc2)o1	-0.6	1.0	2.9	2.7	-2.2	-0.4	-7.7	0.4	i
C[C@H](CO)N1C[C@H](C)[C@@H](CN(C)C(=O)Nc2ccccc2)Oc2c(NC(=O)Cc3ccccc3)cccc2C1=O	-4.7	10.5	1.3	0.4	2.9	3.3	-2.6	0.1	i
CCOc1cc(C(=O)N(C)CC(=O)Nc2cccc3ccccc23)ccc1OC	1.5	-3.3	3.2	-3.1	-12.9	5.4	-3.9	-0.7	i
Cc1csc(Nc2cccc3ccccc23)n1	-4.0	7.4	2.5	5.4	-3.5	19.8	-12.8	-0.7	i
Cc1nc(SCC(=O)N2CC(=O)Nc3ccccc32)nc(C)c1C	-0.6	-7.8	2.4	0.4	1.9	12.1	-3.5	-1.1	i
O=C(COC(=O)Cc1ccccc1F)NCCc1ccccc1	-6.5	-5.9	2.2	-0.4	-9.2	3.5	-2.3	0.2	i
COc1ccc(C(C)(O)c2nc(-c3cncnc3)cs2)cc1 (stereo not drawn)	7.1	-10.1	-0.9	-0.6	-9.5	1.3	-5.9	-1.7	i
COc1ccc(C(=O)N/N=C(\C)c2ccccn2)cc1OC	-19.6	-0.6	1.1	15.5	0.8	2.7	-9.7	1.8	i
COc1ccc(OCC(=O)OCC(=O)N2C(C)CCCC2C)cc1 (stereo not drawn)	-18.2	-4.7	1.3	-2.0	-18.8	6.5	-2.8	-1.4	i
Cc1ccccc1OCC(=O)N/N=C/c1cccc(Oc2ccc([N+](=O)[O-])cc2[N+](=O)[O-])c1	5.9	38.5	-2.8	-10.2	3.9	6.8	-2.9	-1.4	i
CC(C)CCN1C(=O)CCC1(C)C(=O)NC1CCCCCC1 (stereo not drawn)	4.8	-4.2	0.9	13.2	-3.3	-3.3	-3.3	x	i
Cc1c(C2(O)CCCCC2)[nH]c2ccc(C(F)(F)F)cc12	14.1	20.3	2.7	6.5	-0.8	11.6	0.3	-0.8	i
CSc1ccccc1NC(=O)Cn1c(-c2cscn2)nc2ccccc21	-13.4	-1.4	0.4	-0.6	0.7	-2.1	-10.1	1.5	i
CCN(c1c(C)n(C)n(-c2ccccc2)c1=O)S(C)(=O)=O	-23.3	-1.7	4.4	-0.9	69.0*	10.1	-6.0	-0.1	i
Nc1c(N(Cc2ccco2)C(=O)c2ccc(Br)cc2)c(=O)[nH]c(=O)n1Cc1ccccc1	12.9	0.6	-2.4	-5.4	-13.4	-5.8	-4.7	-0.1	i
CC(C)CN(CCOc1cccc(N2C(=O)C3=C(CCCC3)C2=O)c1)CC(C)C	-3.9	28.3	3.4	-5.3	-3.1	-1.0	-1.3	-0.2	i
COc1cc2ncnc(NCc3ccc(F)cc3)c2cc1OC	7.9	-3.7	-1.3	5.7	-2.3	2.4	-1.6	1.2	i

Next section.
molecule	SKN-1 block	FAS TE block	Rin1 Abl inh	MT1-MMP act inh	eLon inh	NRP1-CendR mod	bovine MsrA act	MsrA inh	Neddyl block
Cc1ccc(-c2nc(CNC(=O)c3ccco3)cs2)cc1	-0.2	-2.7	-1.2	3.6	-14.9	4.5	-1.3	-1.3	i
Cc1cccc(CNC(=O)Cn2ccc3cc(S(=O)(=O)N4CCCC4)ccc32)c1	10.7	-2.1	1.0	2.6	-10.8	6.2	-1.9	0.3	i
Cc1nc(NC(=O)c2ccccc2[N+](=O)[O-])sc1C(=O)N(C)C	1.7	-6.3	-2.9	-5.2	14.1	2.6	-3.7	1.0	i
CCCCOc1ccc(-c2ncc(C(=O)O)c(C)n2)cc1	-9.9	-9.1	-1.1	7.9	7.8	10.9	-0.9	-1.0	i
CCn1ccnc1CNC(=O)C1CCC(=O)N(Cc2cccc(C(F)(F)F)c2)C1 (stereo not drawn)	13.9	-4.3	1.4	4.7	-5.4	2.2	-2.3	-0.4	i
O=C(NC(=S)Nc1ccccc1)c1csnn1	2.7	-2.8	2.2	1.2	-8.1	-0.9	-2.0	1.9	i
CCOC(=O)C(C(=O)N1CCOCC1)C1CCCCC1 (stereo not drawn)	4.4	-1.0	-0.3	4.0	-0.9	7.4	-12.2	-1.2	i
N#C/C(=C(/O)CSc1n[nH]c(N)n1)c1nc2ccccc2[nH]1	-0.2	-8.2	0.8	-3.4	-14.3	-91.4	-4.6	2.8	i
CNc1c(NS(=O)(=O)c2ccc(OC)cc2)c(=O)oc2ccccc12	7.1	0.9	1.2	1.3	1.5	-0.4	-1.5	0.2	i
COc1ccc(CCNC(=O)c2cc3cccc(OC)c3oc2=O)cc1OC	-6.1	2.3	-1.4	1.4	-1.7	2.0	-1.8	-0.5	i
Cc1cc(C)cc(N(CC(=O)NCC2CCCO2)C(=O)CCC(=O)Nc2nccs2)c1 (stereo not drawn)	14.9	-3.1	0.1	0.1	1.7	5.3	-0.5	-0.3	i
CCOC(=O)N1CCN(C(=O)CSCC(=O)Nc2nc(-c3ccc(OC)cc3)cs2)CC1	-16.8	-11.9	-3.4	7.4	-0.8	-5.9	-1.4	-0.5	i
O=C(Nc1cccnc1)c1cccc(NC(=O)c2ccco2)c1	-1.1	-5.7	-2.5	-0.3	-6.3	1.4	0.7	0.2	i
